Screens from PubChem BioAssay.
GRIN3A LBD mod – modulators (binders) of human NR3A ligand-binding domain; 340,000 tested, 2.5% active; NR3A LBD differential scanning fluorimetry, Tm shift; 0% = protein alone, 100% = glycine-bound protein; Tm shift relative to glycine control, % at 25 µM;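 active = melting temperature shift of at least 10% of the positive control shift, at one fixed dose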
Mdm2 MdmX PPI – disrupts the human Mdm2-MdmX interaction. SaOS-2 split-luciferase Mdm2/MdmX complementation, luminescence. 330,000 tested, 3% active. O15151+Q00987. inhibition, % at 8 µM. AID 485346;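 active = inhibition of at least 50% at 8 µM in the primary screen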
tim10-1 inh – tim10-1 yeast growth inhibition; S. cerevisiae tim10-1 ts strain growth, BacTiter-Glo, 24 h; inhibition, % at 20 µM; 330,000 tested, 2.2% active; AID 463190;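 active = inhibition of at least 40%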;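 also: mutant grown at 25 °C; 0% = DMSO wells with yeast and 100% = wells holding no yeast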
APJ agonist – activates the human apelin receptor APJ | CHO-K1 APJ PathHunter beta-arrestin, luminescence; 0% DMSO wells, 100% apelin | 330,000 tested, 0.11% active | AID 2520 | P35414 | activation, % at 20 µM;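 active = activation more than six SD over the plate average, tested at 20 µM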;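 also: 0% = DMSO alone and 100% = apelin-13 at 10 nM; some results filed as inactive read as strong as hits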
Target sequence (P35414 whole entry, looked up): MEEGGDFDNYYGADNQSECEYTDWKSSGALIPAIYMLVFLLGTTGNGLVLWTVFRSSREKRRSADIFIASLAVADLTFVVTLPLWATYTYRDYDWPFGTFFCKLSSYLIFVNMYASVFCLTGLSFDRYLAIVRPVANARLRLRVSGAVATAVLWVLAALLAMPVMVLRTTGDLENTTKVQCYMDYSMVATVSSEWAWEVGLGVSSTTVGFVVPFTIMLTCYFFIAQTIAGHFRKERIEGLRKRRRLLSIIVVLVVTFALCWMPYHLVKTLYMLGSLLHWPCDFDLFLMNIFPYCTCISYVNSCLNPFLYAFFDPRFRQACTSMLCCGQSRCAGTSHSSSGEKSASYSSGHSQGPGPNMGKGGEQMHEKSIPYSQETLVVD
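Test system: CHO-K1 APJ beta-arrestin complementation cell line. Amount: cell density 1000 per well. Controls: DMSO negative, 10 nM Apelin-13 positive. Signal: luminescent beta-gal fragment complementation, chemiluminescent substrate. Read-out basis: agonist-driven arrestin binding to APJ. Timing: compound stimulation 90 min at 25 °C, detection 60 min.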
UPR XBP1 act – adaptive UPR (XBP1) activation | activation, % at 20 µM | CHO-XBP1 luciferase reporter, IRE1-XBP1 UPR activation, luminescence; percent of tunicamycin response, DMSO as zero | 330,000 tested, 0.33% active | AID 463104;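 active = versus positive control, 20 µM dose yields 30% or more activation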;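 also: 100% = tunicamycin at 10 µg/mL and 0% = DMSO only wells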
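Material: CHO cell line with stable XBP1 luciferase reporter; buffer or medium: F12 medium containing 10% fetal bovine serum; compound: single point, 20 µM final compound, 1% DMSO; incubation: 6 h treatment, 37 °C; measured by: glow luminescence from Steady-Glo reagent; evaluation: activation, % of tunicamycin; control set: tunicamycin high, DMSO low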
UPR CHOP act – activators of apoptotic arm of unfolded protein response (CHOP); CHO-CHOP luciferase reporter, UPR activation, luminescence; percent of tunicamycin response over DMSO baseline; activation, % at 10 µM; 330,000 tested, 0.34% active; AID 449763;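 active = at 10 µM dose, activation of 40% or more, normalized to positive control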;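 also: 100% = tunicamycin at 10 µg/mL and 0% = DMSO alone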
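Assay system: CHO cells with stable CHOP pathway luciferase reporter; Buffer or medium: F12 plus 10% serum; Times: 16-18 h cell attachment, then 6 h compound exposure, 37 °C; Signal: luciferase luminescence; Read-out basis: percent activation relative to tunicamycin control; Control set: tunicamycin high control, DMSO low control.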
tim23-1 inh – tim23-1 yeast growth inhibition. inhibition, % at 20 µM. S. cerevisiae tim23-1 growth, BacTiter-Glo luminescence, 24 h. AID 463212. 330,000 tested, 1.3% active;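 active = growth inhibition of the mutant yeast at or above 50%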;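 also: temperature-sensitive mutant grown at 25 °C; plate controls were DMSO-treated mutant yeast for no effect and medium wells lacking yeast for full effect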
NLRP3 yeast inh – inhibitors of NALP3 inflammasome in yeast | Yeast reconstituted NLRP3/ASC/caspase-1, beta-gal luminescence, 24 h | inhibition, % at 10 µM | 330,000 tested, 0.39% active | AID 2825;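 active = inhibition of 50% or more; inactive = inhibition below 50%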;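 also: plate controls were induced DMSO wells for no effect and uninduced yeast grown without galactose for full effect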
TIM10 inh – growth inhibitors of TIM10 yeast strain; inhibition, % at 10 µM; S. cerevisiae TIM10 strain growth, BacTiter-Glo luminescence, 24 h; 330,000 tested, 1.4% active;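 active = inhibition of 40% or more at the single tested concentration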;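 also: wild-type TIM10 isogenic control strain grown at permissive 25 °C; 0% = DMSO yeast wells and 100% = minimal medium wells without yeast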
* = called active by the depositor; x = no result given.

The line under a structure holds: GRIN3A LBD mod | Mdm2 MdmX PPI | tim10-1 inh | APJ agonist | UPR XBP1 act | UPR CHOP act | tim23-1 inh | NLRP3 yeast inh | TIM10 inh
Cc1ccc2nc(-c3ccccc3)cc(C(=O)N3CCc4ccccc4C3)c2c1
→ 1 | 1 | 26 | -4 | 0 | 2.8 | 37 | 2 | 38
Cc1cccc(C(=O)OCC(=O)N(C)CC(=O)Nc2ccc(Cl)c(C(F)(F)F)c2)c1
→ 12* | -6 | 20 | -4 | -5 | -0.8 | 20 | 12 | 4
CCCCC/S(CC1CC1(Cl)Cl)=N\S(=O)(=O)c1ccc(C)cc1 (stereo not given)
→ -1 | -19 | -22 | -2 | 1 | -1.1 | -49 | 20 | -50
Cc1occc1-c1nnc(SCC(=O)c2ccc(F)cc2)n1Cc1ccco1
→ -1 | -19 | 30 | 6 | 0 | 0.7 | 33 | 4 | 21
COc1ccc(-c2c(C)nc3c(-c4ccc(F)cc4)cnn3c2N)cc1
→ -1 | 32 | 15 | -2 | -3 | 3.3 | 9 | 6 | -10
O=C(C1CC1)N(CCN(C(=O)C1CC1)c1ccccc1)c1ccccc1
→ 2 | 16 | 30 | -4 | 0 | -1.0 | 12 | -2 | 24
CCOc1ccc(N2CCc3c(C)nc(SC)nc32)cc1
→ 0 | 31 | 20 | -1 | 3 | -0.7 | 23 | 7 | 29
CCN(CC)S(=O)(=O)c1cccc(-c2n[nH]c(=S)n2C(C)COC)c1 (stereo not given)
→ -1 | 9 | 13 | -2 | 1 | -2.1 | 8 | 13 | -9
COc1ccc(/C=N/N=C/c2ccc(OC)cc2)cc1
→ 1 | 11 | 11 | 1 | 0 | 4.1 | -3 | 20 | 6
COCCN1Cc2c(sc(C)c2C)N(C(=O)c2ccccc2)C1
→ -1 | -23 | 12 | -3 | 0 | 6.0 | 2 | 15 | -2
COCC(CN1CCN(C2=NS(=O)(=O)c3ccccc32)CC1)OC(=O)c1ccc(OC)cc1 (stereo not given)
→ 1 | 20 | -7 | -3 | -3 | -0.9 | 1 | 7 | 15
COC(=O)c1cc(=O)n(-c2ccc(C(F)(F)F)cc2)[nH]1
→ -1 | 28 | 15 | -3 | 1 | -1.6 | 13 | 22 | 16
COc1ccc(/C=C/C2=NC(=C\N(C)C)/C(=O)O2)cc1
→ 1 | 0 | 5 | -2 | -1 | 5.4 | 10 | 28 | -2
CCOc1nc(NCc2ccco2)nc(Nc2ccc(OC)cc2)n1
→ 3 | -10 | 16 | -5 | -3 | 1.3 | 27 | 29 | -40
O=C(c1ccc(Cl)c(S(=O)(=O)N2CCCCCC2)c1)N1CCN(CCO)CC1
→ -1 | -6 | 8 | -2 | -2 | 0.2 | 12 | 4 | 8
COc1ccc(/C=C2\SC(=O)N(CC(=O)N(C)C3CCS(=O)(=O)C3)C2=O)cc1 (stereo not given)
→ 2 | 0 | 0 | 5 | 0 | 3.4 | 5 | 7 | 8
CCCCc1ccc(NS(=O)(=O)N(C)C)cc1
→ 1 | -14 | -12 | 18 | -2 | 1.1 | 0 | 16 | -16
CSc1ncccc1C(=O)OCC(=O)NCCC1=CCCCC1
→ 1 | 10 | 12 | -7 | 0 | 1.3 | 16 | 30 | -12
C[C@@H]1Cc2c(O)c(O)cc(O)c2C(=O)O1
→ 0 | 10 | -11 | 3 | -5 | -1.9 | -5 | 13 | -6
CN(CC(=O)Nc1ccc(N2CCOCC2)cc1)Cc1cc(=O)n2ccsc2n1
→ 0 | 10 | -10 | 3 | 3 | 1.4 | 7 | 2 | 2
CCOC(=O)/C(C#N)=C/c1ccc(OCC(=O)Nc2ccc(OC)cc2)c(OC)c1
→ -3 | -20 | 19 | 6 | -2 | -0.2 | 8 | 1 | -16
Cc1ccc(C)c(NC(=O)C2Cc3ccccc3CN2C(=O)OCc2ccccc2)c1 (stereo not given)
→ 3 | -15 | 22 | -2 | 0 | 2.0 | 30 | 21 | 28
CCc1cccc(C)c1NC(=O)CN(C)S(=O)(=O)c1ccc(-c2ccc(=O)[nH]n2)s1
→ 1 | 22 | 24 | 0 | -6 | 3.8 | 6 | 15 | 4
O=C(Cc1ccc2c(c1)OCCO2)Nc1cccc(S(=O)(=O)N2CCOCC2)c1
→ 0 | 3 | 12 | 2 | -2 | -1.5 | 5 | -3 | 16
CCSc1nnc(-c2sc3nnc(-c4ccccc4)c(-c4ccccc4)c3c2N)o1
→ 0 | 18 | 21 | -4 | -3 | -2.2 | 17 | 8 | 7
CC(C)(C)[C@H]1COC(=O)CCC/C=C/C[C@H](CC(=O)N(CCO)Cc2ccccc2)C(=O)N1
→ 1 | -1 | 15 | 0 | -1 | -0.3 | -14 | 21 | -4
COC1CCCN(Cc2cn(C)nc2-c2ccc(Oc3ccccc3)cc2)C1 (stereo not given)
→ -1 | 6 | 25 | -2 | -1 | -0.8 | -1 | 7 | -15
CC(Sc1nc2ccccc2o1)C(=O)O (stereo not given)
→ -3 | -10 | 7 | -1 | 0 | 4.8 | 6 | -5 | -12
COc1ccc(CCNC(=O)COc2ccc(N(C)S(=O)(=O)c3ccc(C)cc3)cc2)cc1
→ 2 | 13 | 2 | -4 | 2 | -0.7 | 9 | 16 | 15
CCOC(=O)c1ccc(NC(=O)Nc2cccc(C)n2)cc1
→ -5 | 57* | 14 | -2 | 9 | 4.5 | -6 | -6 | 18
Cc1ccc2c(c1)-n1c(nc3ccccc3c1=O)C(Cc1ccccc1)NC2=O (stereo not given)
→ x | 32 | 17 | -4 | -2 | 2.7 | 18 | 11 | 6
COc1ccc(-n2c(C)c(C)c3c(NCCN(C)C)ncnc32)cc1
→ 1 | 25 | 7 | -4 | 0 | 3.8 | 4 | 4 | 13
Cc1nnc(SCc2ccc(C(=O)Nc3cc(Cl)ccc3C)cc2)s1
→ 0 | 19 | 27 | -4 | -1 | 0.8 | 20 | 33 | 20
C=CCON/C(CCC)=C1\C(=O)C(C(=O)OC)C(C)(C)CC1=NC (stereo not given)
→ -2 | -23 | 25 | 4 | -3 | -3.3 | 19 | -1 | 7
CCOc1cc(C(=O)Nc2ccc(S(=O)(=O)Nc3cc(C)on3)cc2)cc(OCC)c1OCC
→ 8 | -43 | 6 | 2 | -1 | -0.3 | 8 | 22 | -1
COCC(C)n1c(SCC(=O)c2cc(C)n(C)c2C)nc2ccccc2c1=O (stereo not given)
→ -2 | 21 | 21 | -1 | 2 | -0.5 | 18 | -2 | -11
CCOc1ccc(OCCC(=O)OCC(=O)NC2CCCCC2)cc1
→ 0 | 8 | -4 | 1 | -3 | 1.1 | 22 | 20 | 5
COc1ccc(S(=O)(=O)N(C)C[C@@H]2Oc3ccc(NC(=O)Nc4c(C)noc4C)cc3C(=O)N([C@H](C)CO)C[C@@H]2C)cc1
→ 0 | -9 | -8 | -2 | -3 | 0.8 | 6 | 17 | 6
Cc1ccc2nc(-c3ccc(N4C(=O)CC(N5CCC(C(N)=O)CC5)C4=O)cc3)sc2c1 (stereo not given)
→ x | -50 | 18 | 3 | 1 | 5.1 | 15 | -8 | 42*
CCOC(=O)C1=C(COC(=O)COc2cc(C)ccc2C)NC(=O)NC1C (stereo not given)
→ 0 | -4 | 1 | 6 | -4 | 1.8 | 3 | 6 | 5
CC(=O)Nc1ccc(S(=O)(=O)N(Cc2ccccc2)c2ccccn2)cc1
→ 1 | 0 | 21 | -2 | -2 | -0.8 | 26 | 9 | 6
CCN(C(=O)COc1cc(=O)n(C)c2ccccc12)c1cccc(Cl)c1
→ 2 | 19 | 29 | -2 | 0 | 1.3 | 7 | -12 | 29
Cc1c(C(=O)N2CCN(c3ccccn3)CC2)cccc1[N+](=O)[O-]
→ 0 | 2 | 7 | -3 | 0 | -0.7 | 11 | 5 | 13
Cc1ccccc1CN1CCN(c2nc3ccccc3s2)CC1
→ 1 | -124 | 41* | -3 | -4 | 4.5 | 40 | 14 | 5
O=C(O)CCNC(=O)c1ccc(NC(=O)C(c2ccccc2)c2ccccc2)cc1
→ -5 | 16 | -11 | -4 | -4 | -1.5 | 8 | 20 | 10
Cc1c(C(=O)Nc2ccccc2)sc2nc[nH]c(=O)c12
→ -5 | 10 | -3 | -2 | 2 | 3.6 | 12 | -3 | 8
O=C(CC1CC2CCC1C2)NCc1cccs1 (stereo not given)
→ -1 | -3 | 14 | 0 | 0 | 0.5 | 6 | 14 | 7
CCOC(=O)Cn1cc(Cl)c(=O)c(Cl)c1
→ 0 | 22 | -19 | -3 | -2 | 3.7 | 6 | 11 | -7
COc1ccccc1N(CC(=O)NCC1CCCO1)C(=O)CCC(=O)Nc1nccs1 (stereo not given)
→ 3 | -20 | 4 | 6 | -3 | -3.2 | 14 | -27 | 4
CCNC(=O)c1ccccc1SCc1ccccc1
→ -11 | -23 | 12 | -4 | 0 | -0.8 | 15 | 16 | -3
COc1ccc(CNC(=O)c2ccc(Br)o2)cc1
→ -5 | 6 | 5 | 9 | 0 | -1.8 | 9 | 13 | -1
O=C(NC1CCCC1)C(c1ccncc1)N(Cc1ccco1)C(=O)c1ccc(-c2ccccc2)[nH]1 (stereo not given)
→ 2 | -8 | 28 | 0 | 0 | 3.7 | 24 | 17 | 19
COC(=O)c1[nH]c2ccccc2c1NC(=O)CN1CCN(c2cccc(Cl)c2)CC1
→ 10 | 49 | -3 | 6 | 1 | 2.9 | -7 | 12 | 12
O=C(NNC(=S)Nc1cccc(C(F)(F)F)c1)c1ccc(Cl)cc1Cl
→ 20* | 8 | 52* | -1 | 0 | 3.0 | 40 | 16 | 17
CN1CCN(C(=O)C2(NC(=O)Nc3ccccc3Cl)CCCCC2)CC1
→ -1 | 10 | 10 | -5 | 1 | -2.1 | 1 | 5 | -4
Cc1nc(-n2nnc(CO)c2CO)nc2c1CCC2
→ 0 | 19 | 6 | 0 | 2 | -0.2 | 6 | -5 | -27
Cc1ccc(S(=O)(=O)/N=C(\N)Nc2nc(C)c3ccc(C)cc3n2)cc1
→ -3 | -4 | 26 | -5 | 2 | 2.0 | 31 | 4 | 27
CC(C)(C)OC(=O)[C@H](Cc1ccccc1)NC(=O)c1[nH]cnc1C(=O)N[C@@H](Cc1ccccc1)C(=O)OCc1ccccc1
→ -6 | 29 | -3 | 1 | 2 | 0.6 | 18 | -8 | 18

Reformatted: 2 of the compounds above
molecule	GRIN3A LBD mod	Mdm2 MdmX PPI	tim10-1 inh	APJ agonist	UPR XBP1 act	UPR CHOP act	tim23-1 inh	NLRP3 yeast inh	TIM10 inh
Cc1ccc2nc(-c3ccc(N4C(=O)CC(N5CCC(C(N)=O)CC5)C4=O)cc3)sc2c1 (stereo not given)	x	-50	18	3	1	5.1	15	-8	42*
Cc1c(C(=O)Nc2ccccc2)sc2nc[nH]c(=O)c12	-5	10	-3	-2	2	3.6	12	-3	8
